# HT1080-NT tox: kills 2HG-producing HT-1080-NT fibrosarcoma cells; AID 686970; 1.6% of 360,000 active; HT-1080-NT fibrosarcoma viability, CellTiter-Glo ATP luminescence, 48 h; Potency, µM (titrated, usually from 46.1 µM), for the others: at the highest dose activity, negative = less viability, usual class: cytotoxic;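 also: NT is the 2HG producing partner of a matched IDH1 knockdown line; potency is read from the fitted curve at half-maximal effect; 0% = DMSO-treated cells and -100% = media-only wells without cells; nearly all actives have a fitted effect of over 55% in size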
#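 Viability by CellTiter-Glo luminescence after 48 h compound exposure at 37C of HT-1080-NT cells (750/well, RPMI, 5% FBS). % activity scaled between DMSO wells and medium-only wells, then curve-fitted and categorized by curve class.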
# SW480 rereplic: DNA re-replication induction in SW480 cells | SW480 DNA re-replication, Hoechst DNA content imaging, 48 h | AID 624297 | Potency, µM (titrated, usually from 46.1 µM), without a hit: at the highest dose re-replication activation, usual class: activators | 1.8% of 340,000 active; also: potency is read from the fitted curve at half-maximal effect; % of control where 0% means no effect; nearly all actives have a fitted effect of over 55% in size
#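 Image-based read-out: total Hoechst fluorescence of nuclei (405 nm excitation, 500-530 nm emission), with hits raising the fraction of high-intensity nuclei. SW480 colon cells incubated 48 hr with compounds at 37 C.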
# MCF10A rereplic: inducers of DNA re-replication in MCF 10A breast cells | MCF 10A DNA re-replication, Hoechst nuclear intensity, 48 h | Potency, µM (highest dose often 46.1 µM), for the others: at the highest dose activity, positive = re-replication, most hits filed as activators | 2.9% of 350,000 active | AID 624296; also: potency is read from the fitted curve at half-maximal effect; % of control where 0% means no effect; nearly all actives have a fitted effect of over 50% in size
# KB-3-1 tox: KB-3-1 parental cell cytotoxicity; Potency, µM (titrated, usually from 46.1 µM), for the others: at the highest dose activity change, negative = cytotoxic, hits mostly cytotoxic; AID 1347075; 1.4% of 400,000 active; KB-3-1 viability, CellTiter-Glo ATP luminescence, 72 h; also: potency is read from the fitted curve at half-maximal effect; % is scaled to controls: 0 for no effect and ±100 for the full control effect; nearly all actives have a fitted effect of over 60% in size
#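 Cytotoxicity in the drug-sensitive parental line KB-3-1 was scored as loss of CellTiter-Glo luminescence following 72 h incubation with compound. Values come from curve fitting of normalized concentration-response data.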
# IL-1B inflam inh: inhibitors of inflammasome signaling (IL-1 beta secretion); 4.7% of 360,000 active; activity change, % at 57.5 µM; THP-1 LPS/ATP IL-1B secretion, AlphaLISA, 16 h; hits give low values; in the data active = activity change below about -50%; inconclusive = mostly about -30% to -49%; also: % is scaled to controls: 0 for no effect and ±100 for the full control effect
#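 THP-1 cells pretreated 1 hr with compounds (up to 57.5 uM final), then stimulated with LPS (250 ng/mL final) plus ATP (1.25 mM final); secreted IL-1B measured by AlphaLISA after 16 hr, decreased signal indicating inhibition.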
# HT1080 IDH1KD tx: HT-1080 IDH1 knockdown cell toxicity (counter line) | HT-1080 IDH1 knockdown viability, ATP luminescence, 48 h | Potency, µM (top dose mostly 46.1 µM), for inactives: at the highest dose activity, negative = toxicity, hits mostly cytotoxic | 2% of 360,000 active | AID 686971;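 also: potency is read from the fitted curve at half-maximal effect; 0% = DMSO wells and -100% = cell-free medium wells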
#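 Knockdown cells (IDH1KD HT-1080) received compounds 2 h after plating at 750 cells/well and were kept 48 h at 37 °C in 5% FBS RPMI. A CellTiter-Glo luminescence read gave % activity for curve fitting.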
# KB-V1 MDR tox: KB-V1 MDR subline cytotoxicity; KB-V1 MDR cells viability, CellTiter-Glo, 72 h; Potency, µM (titrated, usually from 46.1 µM), for the others: at the highest dose activity change, negative = cytotoxicity, actives largely listed as cytotoxic; 3.4% of 400,000 active; also: potency is read from the fitted curve at half-maximal effect; % is scaled to controls: 0 for no effect and ±100 for the full control effect; nearly all actives have a fitted effect of over 60% in size
#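 KB-V1 MDR subline cells in DMEM (phenol-red free, 10% FBS) exposed to compounds in qHTS concentration series for 72 h at 37 degrees C. Viability read by CellTiter-Glo luminescence; concentration-effect curves fitted after normalization and correction.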
# HEK293 tox: cytotoxic in the GLP-1 receptor inverse agonist counter-screen; HEK293 cAMP-luciferase reporter cells, luminescence, 24 h; 0.13% of 410,000 active; Potency, µM (highest dose often 38.3 µM), for inactives: at the top dose activity change, negative = inhibition, hits mostly inhibitors; AID 624418;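 also: loss of luciferase light is scored as toxicity; potency is read from the fitted curve at half-maximal effect; % is scaled to controls: 0 for no effect and ±100 for the full control effect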
#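 Quantitative HTS format, 1536 wells, 200 cells/uL seeded. Compounds: 23 nL, 24 h, 37 °C. Detection: luciferase reagent, luminescence at 12 min RT; decreased signal taken as cytotoxic.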
# D3 ag: agonists of human D3 dopamine receptor; P35462; AID 652048; D3R DiscoveRx beta-arrestin cells, luminescence, 90 min; 0.58% of 410,000 active; max activation, %; in the data active = max activation above about 30%; also: 0% is about no effect; mostly tested at two doses, the higher about 12 µM
# Target sequence (P35462 whole entry, looked up): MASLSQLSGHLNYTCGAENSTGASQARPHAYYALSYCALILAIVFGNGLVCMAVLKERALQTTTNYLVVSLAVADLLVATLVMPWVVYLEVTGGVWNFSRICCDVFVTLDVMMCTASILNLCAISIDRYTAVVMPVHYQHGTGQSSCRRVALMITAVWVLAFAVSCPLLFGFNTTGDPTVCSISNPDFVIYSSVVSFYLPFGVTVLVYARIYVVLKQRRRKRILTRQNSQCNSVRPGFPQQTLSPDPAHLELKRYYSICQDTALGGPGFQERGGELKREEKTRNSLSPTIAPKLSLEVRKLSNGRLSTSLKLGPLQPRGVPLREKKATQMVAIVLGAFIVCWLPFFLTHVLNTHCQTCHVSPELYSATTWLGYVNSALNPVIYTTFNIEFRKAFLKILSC
#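 Agonist-mode cell screen: cells plated at 1500/well and incubated overnight at 37 °C, then exposed to library compounds for 90 min at 37 °C. Detection reagent was added for 30–60 min at room temperature, and luminescence was read.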
# * marks the source's active call; other numbers are inactive results; ? = inconclusive; . = no result given; & = joins results of further samples; [ ] = dose if it differs, or a comment. Unless noted, calls follow the shape of the dose curve; as a rule, active = well fitted curve in the direction sought with a large enough effect; inconclusive = small, poorly fitted or top-dose-only effect, or another doubt; inactive = no such curve, though single readings can be large; an effect the other way counts as inactive or inconclusive. Not all compounds are listed; rates above refer to the full screens.
canonical_smiles	IL-1B inflam inh	HEK293 tox	KB-V1 MDR tox	KB-3-1 tox	HT1080 IDH1KD tx	D3 ag	SW480 rereplic	HT1080-NT tox	MCF10A rereplic
CC(C)CCn1c(N)c(C(=O)OCC2CCCO2)c2nc3ccccc3nc21 (centres undefined)	-21	254%[activator]	?	0%	21µM*	0	17%	?	?
CN(C)c1ccc(/C=C2\CC3C4CC=C5CC(O)CCC5(C)C4CCC3(C)C2=O)cc1 (centres undefined)	1	4%	-26%	2%	1%	-6	2%	0%	?
CN(CC(=O)Nc1ccc(N2CCOCC2)cc1)CC(=O)Nc1cccc(C#N)c1	0	6%	-19%	8%	0%	-2	?	-6%	16%
Cc1ccc(Cn2cccc(C(=O)Nc3ccc4c(c3)OCO4)c2=O)cc1	.	1%	?	0%	.	-1	.	.	.
Cn1c(O)c(C=NCCCNC2CCCCC2)c(=O)n(C)c1=O	3	0%	?	22%	14%	5	6%	-1%	1%
COc1ccc(NC(=O)CN(C)C(=O)CSC(c2ccccc2)c2ccccc2)cc1	-2	-24%	-23%	?	-23%	0	12%	-9%	-1%
CCOc1cc(-c2nc3c(C)cccn3c2NCC2CCCO2)ccc1O (centres undefined)	26	-8%	5.2µM*	8%	-5%	-8	-3%	-5%	0%
CC(=O)c1ccc(OC(NC(=O)Cc2ccccc2)C(Cl)(Cl)Cl)cc1 (centres undefined)	18	6%	-1%	0%	3%	16	12%	-12%	?
CC(C)C[C@@H](CN1CCC[C@@H]1CN1C(=S)NC[C@@H]1Cc1ccc(O)cc1)N1C[C@H](Cc2ccc(O)cc2)N(CC2CCCCCC2)C1=S	-82*	?	?	?	18µM*	0	.	?	.
CCOC(=O)C(NC(C)=O)C(OC(C)=O)c1cccc(N(CCCl)CCCl)c1 (centres undefined)	-11	-5%	-2%	-23%	6%	-3	?	1%	42%
CC1CN=C(Nc2ccc(N(C)C)cc2)S1 (centres undefined)	?	-4%	7%	-12%	-3%[9.24 µM]	2	-2%	4%	-1%
Cn1ccnc1P(=S)(c1nccn1C)N1CCOCC1	2	8%	21%	18%	-2%	-1	-10%	8%	-7%
CN1C(=O)C(c2ccccc2)C(=O)N(C)C1=O	-8	3%	?	2%	-1%	-4	-1%	17%	0%
Clc1ccc(C(Cn2ccnc2)OCc2csc3c(Cl)cccc23)c(Cl)c1 (centres undefined)	-78*	-7%	?	0%	21µM*	0&-10	-1%	?	62%
O=C(c1cccn2c(=O)c3cc(Cl)ccc3nc12)N1CCC2(CC1)OCCO2	-8	190%[activator]	9%	10%	3%	-14	2%	13%	-26%
Cc1cc(-n2c(/C=C/c3cccs3)nc3ccccc3c2=O)ccc1Br	.	12%	-14%	3%	.	-1	.	.	.
CC(Cc1ccccc1)NC(=O)Cc1ccc([N+](=O)[O-])cc1 (centres undefined)	21	4%	21%	0%	-3%	-2	-3%	0%	8%
O=C(O)C1C2CCC(O2)C1C(=O)NC1CCCCC1 (centres undefined)	77	-7%	11%	-23%	?	7	-4%	-21%	?
COc1ccc(-n2cnc3cc(C(=O)N4CCC5(CC4)OCCO5)ccc32)cc1	55	?	?	15µM*	16µM*	-3	?	?	?
COc1ccc(CC(N)c2csc(NC(=O)Nc3ccccc3Oc3ccccc3)n2)cc1 (centres undefined)	?	2%	2%	0%	?	5	.	15µM*	.
CC(=O)OC1CC[C@]2(C#N)[C@H]3CC[C@]4(C)[C@H](C5C=CC(=O)O5)CCC4(O)C3CCC2(O)C1 (some centres undefined)	-23	-24%	?	?	15µM*	-8	-12%	26µM*	?
O=C(CCCc1ccc(N(CCCl)CCCl)cc1)NCc1ccccc1	47	-20%	-19%	-17%	23µM*	-8	.	?	.
CCOP(=O)(OCC)C(CC)N1CCOCC1 (centres undefined)	30	-19%	6%	-9%	17%	-8	-3%	13%	2%
CCOC(=O)C1(c2ccccc2)CCN(CC(O)c2ccc(NC(C)=O)cc2)CC1 (centres undefined)	-10	-3%	-4%	-14%	-5%	23	-3%	-6%	-1%
CSc1nsc2nc(=O)c(/C=C3\C(C)=Nc4ccc(C)cc43)c(N)n12	35	?	0%	?	?	-12	?	?	9.2µM*
O=C(c1ccccc1)c1ccc2cc(O)ccc2c1	-54*	?	?	?	?	-20	?	?	-3%
Cc1cccc(OCC(=O)N2CCN(Cc3ccncc3)CC2)c1	11	-5%	15%	-9%	13%	-6	-6%	0%	4%
CCOP(=O)(OCC)C(Nc1cccc(C(F)(F)F)c1)c1ccc(C)cc1 (centres undefined)	-16	1%	?	?	?	3	10%	?	?
C=CC[C@H](CC(=O)N(CCO)Cc1ccccc1)C(=O)N[C@H](COC(=O)[C@@H](CC=C)Cc1ccc(F)cc1)Cc1ccccc1	-56*	-14%	?	?	?	6	17%	16µM*	5%
CN1CCN(c2nccc3c2ncn3C)CC1	-15	-5%	10%	-1%	2%	0	-8%	-1%	-3%
CN1CCN(c2ccc(C=O)cc2)CC1	106	27%	20%	2%	-2%	3	9%[9.22 µM]	11%	-22%
CCCNC(=O)N1[C@H]2CC[C@@H]1C(C(=O)OC)=C(c1ccc(F)cc1F)C2	25	-24%	5%	8%	0%	3	2%	0%	26%
O=[N+]([O-])c1nccn1CC(O)CN1CC1 (centres undefined)	-2	4%	0%	0%	14%	-8	.	23%	.
CN1CCCN(C(=O)COc2ccc(F)cc2Cl)CC1	19	-7%	-11%	-2%	7%	-6	?	12%	7%
O=C1NCN(c2ccccc2)C12CCN(C(c1ccnc3ccccc13)c1nnnn1C1CCCCC1)CC2 (centres undefined)	-3	-7%	-2%	0%	6%	-12	.	22%	.
CN(C)C1(c2nnnn2-c2ccc(Cl)cc2)CCCCC1	33	6%	5%	-8%	-2%	-6	-8%	-7%	-4%
FC(F)(F)c1ccccc1CCN1CCNCC1	14	0%	?	6%	-19%	-20	-3%	0%	7%
c1ccc(-c2ccc(-c3[nH]ncc3CN3CCC(N4CCSCC4)CC3)cc2)cc1	-19	-16%	-14%	0%	-7%	-5	-108%[inhibitor]	-4%	-12%
COC(=O)C1=C(c2ccccc2)C[C@@H]2CC[C@H]1N2C(=O)N1CCC(O)CC1	27	9%	1%	-2%	11%	15	-26%	1%	-14%
Cc1ccccc1-n1c(O)c(/C=C2/C(c3ccccc3)=Nc3ccccc32)c(=O)[nH]c1=O	?	-12%	1.5µM*	2.1µM*	?	-3	.	?	5.2µM*
COc1ccccc1-c1cc(NC=O)c2ncc(-c3ccc(F)cc3)n2c1	-23	?	9.2µM*	16µM*	18µM*	-9	.	?	.
COCCCNP1(=O)OCC(C)([N+](=O)[O-])CO1 (centres undefined)	0	-11%	22%	1%	13%	-14	-6%	6%	9%
CCN(CC)c1ccc(/C=C/C(=O)c2ccc(Br)cc2)cc1	-65*	293%[activator]	-10%	-1%	-13%	-8	?	-3%	?
C1CCCN(C2CCNCC2)CC1	-7	?	9%	1%	-3%	9	-5%	-16%	-4%
CN(C(=O)c1ccco1)C1(c2ccccc2Cl)CCCCC1=O (centres undefined)	32	-16%	13%	0%	1%	-12	-3%	0%	1%

# Some of the entries above, reformatted.
Cc1ccccc1-n1c(O)c(/C=C2/C(c3ccccc3)=Nc3ccccc32)c(=O)[nH]c1=O
- IL-1B inflam inh: ?
- HEK293 tox: -12%
- KB-V1 MDR tox: 1.5µM*
- KB-3-1 tox: 2.1µM*
- HT1080 IDH1KD tx: ?
- D3 ag: -3
- SW480 rereplic: .
- HT1080-NT tox: ?
- MCF10A rereplic: 5.2µM*
COc1ccccc1-c1cc(NC=O)c2ncc(-c3ccc(F)cc3)n2c1
- IL-1B inflam inh: -23
- HEK293 tox: ?
- KB-V1 MDR tox: 9.2µM*
- KB-3-1 tox: 16µM*
- HT1080 IDH1KD tx: 18µM*
- D3 ag: -9
- SW480 rereplic: .
- HT1080-NT tox: ?
- MCF10A rereplic: .

# The list goes on:
canonical_smiles	IL-1B inflam inh	HEK293 tox	KB-V1 MDR tox	KB-3-1 tox	HT1080 IDH1KD tx	D3 ag	SW480 rereplic	HT1080-NT tox	MCF10A rereplic
CCC1(CCc2ccncc2)C(=O)NC(=O)NC1=O	9	-15%	32%	0%	25%	-1	-1%	18%	1%
C[n+]1c(-c2ccccc2)cc(CCCCc2cc(-c3ccccc3)[n+](C)c(-c3ccccc3)c2)cc1-c1ccccc1	-100*	-27%	0%	?	?	-22	3%	?	?
CN(C)CCSC1c2ccccc2CSc2ccccc21 (centres undefined)	-2	8%	-6%	-1%	-5%	-19	?	-15%	?
COc1ccc(Cn2c(O)c(/C=N/NC(=O)c3ccccc3)c(=O)[nH]c2=O)cc1	-8	5%	-1%	23%	-4%	0	1%	-5%	24%
CCCCc1ccc(NC2=NCCCS2)cc1	-21	-15%	-23%	-3%	-19%	-7	-5%	?	-2%
CC[C@@]1(O)C(=O)OCc2c1cc1n(c2=O)Cc2cc3c(NC(=O)CN)cccc3nc2-1	?	19%	-24%	0%	1.8µM*	-8	?	2.3µM*	?
CC(C)N1CCN(Cc2cccc([N+](=O)[O-])c2)CC1	16	1%	5%	3%	11%	-12	1.8µM*	14%	1%
CN(C)C(CNC(=O)CCc1nc2cc(Cl)ccc2n(Cc2ccccc2)c1=O)c1ccccc1 (centres undefined)	-67*	?	-21%	15%	-16%	-12	?	-12%	14%
CC(=O)Nc1nc(CCl)cs1	4	-8%	?	-5%	-1%	-11	30%	-8%	1%
COCCCn1c(N)c(C(=O)NCc2ccco2)c2nc3ccccc3nc21	-19	.	1%	4%	-9%	4	18µM*	-1%	16µM*
CCCC/C(=N/O)c1c(C)[nH]c2ccccc12	-4	3%	2%	2%	-2%	-9	-4%	23%	-5%
CCOP(=O)(OCC)C(NC(=O)c1ccccc1)C(Cl)(Cl)Cl (centres undefined)	4	-1%[1.53 µM]	-13%	1%	3%	6	-2%	-3%	-25%

# Compound activity from PubChem BioAssay.
